CYP2C19 activ: increases human CYP2C19 enzyme activity; recombinant CYP2C19, luciferin-H EGE luminescence; active compounds read high; 0 = fully inhibited enzyme, 1 = untreated enzyme; activation factor at 5 µM; 96,000 tested, under 10 active; AID 1025;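 active = activation factor of at least 2 at 5 µM in the primary screen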;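 note: 0 = wells with 2.5 mM tranylcypromine and 1 = vehicle-only wells; values of inactives mirror those of a sister screen read the other way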
CYP2C9 inhib: human CYP2C9 inhibition | P11712 | CYP2C9 Supersomes, luciferin-H conversion, luminescence | inhibition, % at 5 µM | actives 20% (n = 96,000);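 active = blocking of liver enzyme CYP2C9 beyond about 50% at 5 µM, limit read from the data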; note: values of inactives mirror those of a sister screen read the other way
Mac1 fbg inh: inhibitors of human CD11b/CD18 binding to fibrinogen. AID 1497. actives 0.54% (n = 93,000). K562 CD11b/CD18 adhesion to fibrinogen, ATPlite luminescence; Mn2+ added to activate the integrin. inhibition, % at 10 µM;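 active = primary inhibition of 50% or more at 10 µM, then 40% or more on retest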; note: some results filed as inactive read as strong as hits
Target sequence (P05107 whole entry, looked up, other chains not shown): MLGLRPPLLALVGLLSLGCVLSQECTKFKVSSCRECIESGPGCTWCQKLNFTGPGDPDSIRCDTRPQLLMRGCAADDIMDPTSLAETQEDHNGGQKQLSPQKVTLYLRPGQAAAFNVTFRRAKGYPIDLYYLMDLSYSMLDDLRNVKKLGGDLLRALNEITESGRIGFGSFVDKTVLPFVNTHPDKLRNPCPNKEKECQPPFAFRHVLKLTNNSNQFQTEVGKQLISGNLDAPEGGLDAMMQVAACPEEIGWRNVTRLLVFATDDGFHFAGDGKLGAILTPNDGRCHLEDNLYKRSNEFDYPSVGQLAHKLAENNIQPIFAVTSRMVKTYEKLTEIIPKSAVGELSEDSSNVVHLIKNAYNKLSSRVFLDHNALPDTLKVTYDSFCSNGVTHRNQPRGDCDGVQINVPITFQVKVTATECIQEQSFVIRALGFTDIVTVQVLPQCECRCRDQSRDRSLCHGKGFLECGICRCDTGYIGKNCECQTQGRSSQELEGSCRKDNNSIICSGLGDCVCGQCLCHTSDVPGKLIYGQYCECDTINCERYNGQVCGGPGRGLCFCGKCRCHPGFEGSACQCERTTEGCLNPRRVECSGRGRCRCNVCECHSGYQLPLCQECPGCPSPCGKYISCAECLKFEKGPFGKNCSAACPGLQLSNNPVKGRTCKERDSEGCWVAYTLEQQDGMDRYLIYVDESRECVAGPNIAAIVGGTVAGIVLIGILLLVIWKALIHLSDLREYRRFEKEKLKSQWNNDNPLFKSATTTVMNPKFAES
PLAP activator: activates human placental alkaline phosphatase. AID 696. purified PLAP enzyme, luminescent substrate read-out; active compounds read high. P05187. actives 1.2% (n = 96,000). activation fold at 20 µM; in the data active = activation fold above about 2
PTK2B oligo ant: blocks oligomerization of human Pyk2 in cells. Q14289. Q293 cells, Pyk2 FERM NanoBiT luminescence; active compounds read low. z-score (the deposit names both 25 µM and 10 µM). actives 0.83% (n = 99,000). AID 1347419;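 active = Z-score of -3 or lower, scaled per plate to the spread of control and sample wells; inactive = z-score above -3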;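 note: negative z-score means lost luminescence so less FERM oligomerization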
MT1-MMP txn act: activates MT1-MMP transcription. HT1080 MT1-MMP promoter luciferase reporter, luminescence, overnight; active compounds read high. activation factor at 10 µM. actives 0.16% (n = 86,000). AID 750;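 active = activation factor of at least 2 for MT1-MMP transcription at 10 µM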
CD11b adhes enh: increases human CD11b/CD18 adhesion to fibrinogen | K562 CD11b/CD18 adhesion to fibrinogen, ATPlite luminescence | activation, % at 10 µM | actives 0.07% (n = 93,000) | AID 1499;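 active = 10 µM primary screen giving 50% or more activity, confirmed by 40% or more on retest at that dose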; note: strong numbers were not always called active; reference of the scale not given here
CYP2C19 inh: blocks human cytochrome P450 2C19; P33261; CYP2C19 Supersomes, luciferin-H EGE luminescence, 30 min; inhibition, % at 5 µM; actives 21% (n = 96,000); AID 778;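 active = CYP2C19 inhibition above a set limit at 5 µM in the primary screen, cut at about 50% in these data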;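 note: plate controls were negative control wells for no effect and 2.5 mM tranylcypromine positive control for full effect; values of inactives mirror those of a sister screen read the other way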
CYP2C9 activ: increases human cytochrome P450 2C9 activity; P11712; recombinant CYP2C9, luciferin-H conversion, luminescence; active compounds read high; factor 1 = untreated enzyme, 0 = blocked; activation factor at 5 µM; actives 1.4% (n = 96,000); AID 1024;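 active = activation factor of 2 or more for CYP2C9 at a 5 µM dose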;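 note: 0 = sulfaphenazole-blocked wells and 1 = vehicle-only wells; values of inactives mirror those of a sister screen read the other way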
* marks the source's active call; other numbers are inactive results; x = no result given. Some of the compounds tested (hit frequency here may not be typical).

canonical_smiles,CYP2C19 activ,CYP2C9 inhib,Mac1 fbg inh,PLAP activator,PTK2B oligo ant,MT1-MMP txn act,CD11b adhes enh,CYP2C19 inh,CYP2C9 activ
O=[N+]([O-])c1ccc(N2CCNCC2)c2ncccc12,1,3,-16,0.5,x,x,-4,2,1
CN1CCN(c2nccc3c2ncn3C)CC1,1.2,-14,2,1.1,-0.71,1.2,-1,-16,1.1
CC(=NCc1cccnc1)c1c(O)n(-c2ccccc2C)c(=O)[nH]c1=O,0.2,60*,-13,1.2,0.86,1,-4,84*,0.4
CCOc1ccc(C2SCC(=O)Nc3c2c(C)nn3C2CCOC(C)(C)C2)cc1 (configuration not stated),0.9,7,-22,1.5,0.37,1.2,-2,7,0.9
CCN(CC)CCCN=C(C)c1c(O)n(-c2ccc(C)cc2)c(=O)[nH]c1=O,1.1,-12,3,0.9,0.02,1.1,-3,-9,1.1
COc1ccc(Oc2cc(NC(=O)c3nn(C)cc3[N+](=O)[O-])cc([N+](=O)[O-])c2)cc1,0.3,91*,-4,0.8,-3.7*,x,18,66*,0.1
Cc1cc(C)c(C(=O)CN2CCOCC2)c(C)c1,0.8,-14,-23,0.9,0.58,0.9,-1,15,1.1
Cc1cc(OCc2ccc([N+](=O)[O-])cc2)c2c3c(c(=O)oc2c1)CCCC3,0.4,79*,-9,0.9,x,x,1,60*,0.2
O=P1(Nc2cccnc2)COc2ccccc2OC1,0.9,0,-9,0.9,-0.42,1.2,-3,12,1
CCOC(=O)c1c(C)n(Cc2ccco2)c2c1cc(O)c1ccccc12,1,82*,8,0.4,-1.8,1.3,-4,-2,0.2
CCCCCCOc1ccc(CN2CCN(CCO)CC2)cc1,0.9,2,12,1.7,-0.34,x,-3,10,1
CCN(CC)P(=O)(Oc1cccc(C)c1)N(CC)CC,0.2,46,0,1.4,-0.19,1.3,-4,79*,0.5
COc1ccc(CCNC(C)CCc2ccc(OC)cc2)cc1 (configuration not stated),0.4,-2,-14,1.5,0.02,1,-1,55*,1
CCC(=O)c1cn(Cc2ccc(C#N)cc2)c2ccccc12,0.6,44,7,1.1,-0.45,x,-4,39,0.6
CC(C)CCn1c(N)c(C(=O)OCC2CCCO2)c2nc3ccccc3nc21 (configuration not stated),0.4,84*,8,1.6,-1.7,1.1,1,63*,0.2
CCn1c(O)c(C=Nc2ccc(N3CCOCC3)cc2)c(=O)n(CC)c1=S,0.8,8,8,1.1,-1.7,x,6,22,0.9
CC1=[N+]([O-])C2(N)CCc3nonc3C2(O)C1 (configuration not stated),1,-5,4,1.1,0.18,1.1,8,2,1.1
Cc1ccc(C2(O)CC(C)N(C)CC2C)cc1 (configuration not stated),1,2,-3,1,-0.83,1.2,-2,5,1
CCCNC(=O)N1C2CCC1CC(O)(c1cccnc1)C2 (configuration not stated),1.1,4,-1,1.1,-0.47,1,-2,-10,1
CCCC1(CCC)C(=O)NC(=Nc2ccccc2)NC1=O,0.9,54*,3,1,0.22,x,0,7,0.5

Overlap with the part before: 2 entries, followed by the next part.
canonical_smiles,CYP2C19 activ,CYP2C9 inhib,Mac1 fbg inh,PLAP activator,PTK2B oligo ant,MT1-MMP txn act,CD11b adhes enh,CYP2C19 inh,CYP2C9 activ
CCCNC(=O)N1C2CCC1CC(O)(c1cccnc1)C2 (configuration not stated),1.1,4,-1,1.1,-0.47,1,-2,-10,1
CCCC1(CCC)C(=O)NC(=Nc2ccccc2)NC1=O,0.9,54*,3,1,0.22,x,0,7,0.5
Cc1sc2ncn(CC(=O)NCC(=O)N3CCC4(CC3)OCCO4)c(=O)c2c1C,1,2,-2,0.9,0.6,1.2,-2,0,1
c1ccc2c(CN3CCN(C4CCCCC4)CC3)c[nH]c2c1,0.8,18,-8,1.7,-0.71,1.1,-1,22,0.8
O=C(CN1CC=C(c2ccccc2)CC1)NC(=O)NCc1ccco1,0.9,18,8,1.1,0.75,1,2,8,0.8
Cc1nc2cc(C(F)(F)F)ccc2n1C1CCN(Cc2nnnn2Cc2ccc3c(c2)OCO3)CC1,0.4,92*,-3,1.6,-0.84,0.9,6,57*,0.1
Fc1ccc(NC2=NCCS2)cc1Cl,0.6,13,29,1.1,-0.44,0.9,0,44,0.9
CN1CCc2nc(SCC(=O)OC(C)(C)C)c(C#N)cc2C1,0.3,22,7,1.3,1.1,1.6,-5,71*,0.8
CCOc1ccc(-n2c(CC)nc3ccccc3c2=O)cc1,0.9,10,-5,1,x,x,1,7,0.9
Cc1cc(N2C(=O)C3CCCN3C2c2sccc2C)no1 (configuration not stated),1,5,13,1.2,0.28,1.2,-4,1,0.9
Cc1c2cnn(CC(=O)N3CCC4(CC3)OCCO4)c(=O)c2c(C)n1Cc1ccc(F)cc1,0.5,21,2,1.2,3,x,-5,53*,0.8
CCC(=NC1CC1)c1c(O)n(-c2ccc(OC)cc2)c(=O)[nH]c1=O,0.7,-9,-6,1.2,0.95,1.2,-4,34,1.1
CNC(=O)N(C)c1nnc(C(C)(C)C)s1,1.1,-22,-12,0.9,1.4,1.2,1,-8,1.2
Nc1c(C(=O)NCc2ccco2)c2nc3ccccc3nc2n1CCN1CCCCC1,1.1,-4,8,1.7,-0.56,1.1,5,-5,1
CCC(=Nc1ccc(OC)cc1OC)c1c(O)n(C2CCCCC2)c(=O)[nH]c1=O,1.1,11,26,1.3,-3.4*,1,-8,-10,0.9
Nc1ccc2c(c1)oc1ccccc12,0.8,21,x,0.8,0.36,x,x,22,0.8
O=C(Cc1ccccc1)OC(COCc1ccccc1)CN1CCOCC1 (configuration not stated),0.3,44,-24,1.5,-0.43,1.2,1,73*,0.6
OC(c1ccc(F)cc1)C(c1ccccc1)N1CCOCC1 (configuration not stated),0.8,31,5,1,0.68,1.3,1,25,0.7
CC1CCCC(NC(=O)COC(=O)Cc2ccccc2)C1C (configuration not stated),0.8,-23,-4,1,-0.91,x,-2,24,1.2
CN1CCN(C(=O)COc2ccc(S(=O)(=O)N(C)Cc3ccccc3)cc2)CC1,0.9,28,-6,1.8,-0.14,1.1,0,10,0.7
COC(=O)C(O)(c1ccc2c(c1)CCCN2)C(F)(F)F (configuration not stated),0.9,-6,-3,0.8,1.2,1.1,-4,13,1.1
C=CCNC(=O)c1c(N)n(CCN2CCOCC2)c2nc3ccccc3nc12,0.8,29,0,1.4,0.6,x,-4,24,0.7
Cc1ccc(N(C)C(=O)Oc2cccc3cccnc23)cc1,0.1,49,2,1.3,0.85,0.8,-1,87*,0.5
Clc1cccc(Cl)c1CN1CCN(c2ccccc2)CC1,0,38,-9,0.7,-0.14,1,0,95*,0.6
N#Cc1ccccc1Cn1cc(C(=O)c2ccco2)c2ccccc21,0.3,56*,-9,1.2,-1,1.3,-2,66*,0.4
c1ccc2sc(C3CCCNC3)nc2c1 (configuration not stated),1.2,-23,-21,0.9,0.25,1.4,-3,-18,1.2
CCOP(=O)(OCC)C(NC(C)=O)C(Cl)(Cl)Cl (configuration not stated),0.9,38,x,1,-0.06,1.1,x,14,0.6
O=c1[nH]c(=O)n(-c2ccccc2Cl)c(O)c1C=NCCN1CCCCC1,1,-20,-34,1.3,0.07,1,4,-2,1.2
O=c1[nH]c(=O)n(CCC2=CCCCC2)c(O)c1C=NC1CCN(Cc2ccccc2)CC1,0.7,80*,20,1.6,0.97,1.1,0,31,0.2
CN1C(=O)NC(=O)[C@]2(Cc3ccccc3N3CCN(c4ccccc4)CC32)C1=O (some centres not stated),0.8,31,-6,1.6,0.07,1,-2,21,0.7
C=CCn1c(O)c(C=NCCN2CCNCC2)c(=O)[nH]c1=O,1,-23,4,1,-0.68,1.1,0,1,1.2
COC(=O)CC1(CC(=O)OC)C(=O)NC(=O)NC1=O,1,-6,-7,0.9,0.91,1.1,3,-2,1.1
CCCCN1C(=O)NC(=O)C2(Cc3c(nc4c(C)cccn4c3=O)N3CCc4ccccc4C32)C1=O (configuration not stated),0.2,89*,-15,1.6,-1.2,1.1,5,77*,0.1
Cc1ccc(-n2c(O)c(C=NC3CCCCC3N)c(=O)[nH]c2=O)cc1C (configuration not stated),1,2,-1,2.2*,-0.55,1.1,1,-3,1
CC1=NN(c2ccccc2)C(=O)C1/C=C1/C(=O)NC(=O)N(c2cccc(C)c2)C1=O (configuration not stated),1.1,16,-5,1,x,x,-2,-14,0.8
CCC(=Nc1ccc2c(c1)CCC2)c1c(O)n(C)c(=O)n(C)c1=O,1.1,1,3,1.1,0.15,1.1,-1,-6,1
CC(=O)NC(=O)NC(C)Cc1ccccc1 (configuration not stated),1.1,-12,3,0.9,1.9,1.2,-6,-12,1.1
c1ccc2c(CN3CCCCCCC3)c[nH]c2c1,1,6,-13,0.9,-0.71,1.3,-1,0,0.9
CCC(=NCc1cccnc1)c1c(O)n(Cc2ccccc2)c(=O)[nH]c1=O,0,69*,-9,1.7,-1.4,1.2,-6,95*,0.3
CC12CN3CC(C)(CN(C1)C3c1ccco1)C2=O (configuration not stated),0.9,6,67,1.1,0.4,0.9,5,5,0.9
CCOP(=O)(CN(CC)CCNP(=O)(OCC)OCC)OCC,1.1,-9,x,1,0.08,1.3,x,-7,1.1
O=C(CN1CCCC1=O)N1CCOCC1,0.9,7,-3,0.9,0.93,0.9,4,12,0.9
CCOC(=O)C1CCCCC12C(C#N)=C(N)Oc1n[nH]c(C)c12 (configuration not stated),0.7,15,-16,0.9,0.86,1,-1,27,0.9
CC(O)(CS(=O)(=O)c1ccccc1)C(=O)Nc1cccc(C(F)(F)F)c1 (configuration not stated),0.3,5,x,1,-0.03,x,x,69*,1
CCOC(=O)[C@@]1(C#N)[C@@H]2C=CC(C(N)=O)=CN2[C@@H](C(N)=O)[C@@H]1c1cccc(Cl)c1,0.6,59*,-15,1.4,0.06,1.1,3,39,0.4
COc1ccc(C2NCc3ccc4c(c3-n3cccc32)OCO4)cc1O (configuration not stated),0.3,-6,5,1.2,x,0.5,-2,68*,1.1
c1cncc(C2CCCCN2Cc2ccc3c(c2)OCO3)c1 (configuration not stated),0,20,-14,1.2,-0.29,1.2,-4,97*,0.8
CC(C)(C)P(=O)(c1ccncc1)N1CCCC1 (configuration not stated),1,35,7,1.2,0.69,1,2,4,0.7
COc1cc(-n2c(=S)[nH]c3ccccc3c2=O)c(Cl)cc1Cl,0.1,58*,x,0.9,-1.4,x,x,90*,0.4
Cc1ccc(-c2nc3ccc(Cl)cc3n2OC(=O)N(C)C)cc1,1,-4,9,0.8,-2.5,x,-4,-1,1
CCCC(=O)C1C(=O)NC(=O)NC1=O,1,6,1,1,1.2,1.1,-2,4,0.9
CC(=NCC1CCCO1)c1c(O)n(Cc2ccccc2)c(=O)[nH]c1=O (configuration not stated),0.9,-7,-6,1,0.15,1.2,-2,14,1.1
Cc1n[nH]c(C)c1CCN,1.2,-2,-7,1.1,2.6,1.1,-5,-15,1
Cc1ccc2nsnc2c1-n1c(C)nc2ccccc2c1=O,0.7,-5,-3,0.8,-0.88,1,0,27,1
O=c1[nH]c(O)c(/C=C2\C=NN=C2c2ccccc2)c(=O)[nH]1,0.9,-3,-8,1,0.35,x,-3,9,1
O=C(COc1ccc(S(=O)(=O)N2CCOCC2)cc1)N1CCN(Cc2ccc3c(c2)OCO3)CC1,0.6,24,-22,1.4,0.31,1.1,-2,41,0.8

Screens as filed in PubChem BioAssay.
